Bioassay records as filed in PubChem BioAssay.
OX1R antag: antagonists of human orexin 1 receptor | inhibition, % at 5 µM | AID 434989 | CHO/OX1R cells, Fluo-8 calcium fluorescence, orexin A | hit rate 0.43% among 330,000;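 active means inhibition above its plate's threshold, mean inhibition of all tested compounds on the plate plus 3 SD, cut at about 37% in these data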;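 further: 0% = orexin A challenge wells and 100% = SB-334867-A antagonist wells; not every result past the cut was called active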
Target sequence (O43613 whole entry, looked up): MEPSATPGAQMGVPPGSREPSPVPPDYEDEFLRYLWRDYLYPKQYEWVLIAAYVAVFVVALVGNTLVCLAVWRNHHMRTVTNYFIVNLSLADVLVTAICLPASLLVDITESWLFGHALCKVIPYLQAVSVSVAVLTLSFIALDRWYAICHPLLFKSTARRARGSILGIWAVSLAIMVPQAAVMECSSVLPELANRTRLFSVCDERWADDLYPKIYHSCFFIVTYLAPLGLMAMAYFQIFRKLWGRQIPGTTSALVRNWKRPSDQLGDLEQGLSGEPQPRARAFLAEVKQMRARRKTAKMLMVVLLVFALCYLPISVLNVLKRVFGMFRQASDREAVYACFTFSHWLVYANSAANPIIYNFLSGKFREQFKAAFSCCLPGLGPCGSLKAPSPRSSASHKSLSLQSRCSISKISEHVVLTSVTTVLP
CHT PAM: allosteric activators of human choline transporter CHT; Q9GZV3; CHT-expressing cells, membrane potential dye, choline EC20; hits give high values; LV-AA mutant CHT in HEK293 cells; B-score at 10 µM; hit rate 0.49% among 310,000;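 active means initial fluorescence not abnormally high and integrated response B-score, plate-corrected, over 3 SD above library mean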
Target sequence (Q9GZV3 whole entry, looked up): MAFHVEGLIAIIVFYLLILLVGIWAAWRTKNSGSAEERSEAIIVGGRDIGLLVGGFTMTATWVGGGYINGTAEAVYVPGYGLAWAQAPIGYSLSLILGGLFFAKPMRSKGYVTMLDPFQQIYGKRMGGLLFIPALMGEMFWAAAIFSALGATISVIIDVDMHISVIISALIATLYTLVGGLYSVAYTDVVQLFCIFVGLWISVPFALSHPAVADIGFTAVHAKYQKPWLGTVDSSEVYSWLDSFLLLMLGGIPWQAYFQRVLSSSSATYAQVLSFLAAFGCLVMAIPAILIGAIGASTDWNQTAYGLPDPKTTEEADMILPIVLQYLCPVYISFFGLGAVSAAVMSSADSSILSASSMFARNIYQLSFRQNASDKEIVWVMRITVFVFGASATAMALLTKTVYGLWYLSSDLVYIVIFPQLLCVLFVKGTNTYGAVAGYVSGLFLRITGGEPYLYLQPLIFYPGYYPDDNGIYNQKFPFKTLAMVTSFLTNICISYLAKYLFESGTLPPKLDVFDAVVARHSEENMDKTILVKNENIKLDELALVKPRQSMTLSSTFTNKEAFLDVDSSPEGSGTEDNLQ
Active calls of the source: *; i = inactive; nt = not tested or not shown.

The opening 2 compounds as a preview:
SMILES	OX1R antag	CHT PAM
CCN1CCN(c2ccc(S(=O)(=O)N3CCCCC3)cc2NC(=O)/C=C/c2cccc(OC)c2OC)CC1	-27.5	i
COc1ccc(S(=O)(=O)Nc2ccncc2)c(C)c1C	-3.8	i

The whole of this part, repeating the preview:
SMILES	OX1R antag	CHT PAM
CCN1CCN(c2ccc(S(=O)(=O)N3CCCCC3)cc2NC(=O)/C=C/c2cccc(OC)c2OC)CC1	-27.5	i
COc1ccc(S(=O)(=O)Nc2ccncc2)c(C)c1C	-3.8	i
Cc1nnc(SCCC(C)C)[nH]c1=O	-5.3	i
CCn1c(COc2ccccc2OC)nnc1SCC#N	-6.6	i
COc1ccc(CCNC(=O)c2ccccc2OCc2c(C)noc2C)cc1	-12.0	nt
Cn1nc(C(C)(C)C)cc1C(=O)NCc1ccc2c(c1)OCO2	15.3	i
COc1cc(C(=O)N(Cc2cc3ccccc3[nH]c2=O)CC2CCCO2)cc(OC)c1OC (configuration not stated)	-8.1	i
COc1ccc(CNC(=O)[C@H](CCSC)NC(=O)N2CCn3c2nc2ccccc23)cc1	-19.6	i
CC(C)(O)C(=O)NNC(=S)Nc1cccc(C(F)(F)F)c1	-19.5	i
CCOC(=O)[C@H]1[C@H]2COc3ccc(C)cc3[C@@H]2N2C(=O)c3cc(Br)ccc3NC(=O)[C@@]12C	-11.9	nt
CC1CN(C(=O)c2cccc(S(=O)(=O)Nc3cc(Cl)ccc3Cl)c2)CC(C)O1 (configuration not stated)	-14.8	i
CCC(C)Oc1nc2c(c(=O)n(C)c(=O)n2C)n1C (configuration not stated)	-3.0	i
COCCCN1C(=O)c2[nH]nc(-c3cc(C)cc(C)c3O)c2C1c1ccc(O)c(OC)c1 (configuration not stated)	-24.5	i
CCN(CC)S(=O)(=O)c1ccc(NCCc2ccccn2)nc1	1.9	i
CCCCn1c(N)c(N(CC)C(=O)c2ccc(N3CCCC3=O)cc2)c(=O)[nH]c1=O	-8.0	i
CCc1ccc(N2C(=O)CC(N3CCN(Cc4ccc5c(c4)OCO5)CC3)C2=O)cc1 (configuration not stated)	-20.1	i
COCC1CCCCN1C(=O)c1ccc(OC)c(OC2CCN(C(C)C)CC2)c1 (configuration not stated)	-6.5	i
Cc1ccc(NC(=S)Nc2cc(C)on2)cc1	-11.2	i
Nc1nc(NC(=O)Cc2ccccc2)nn1-c1ccccc1	-2.6	i
CCOC(=O)c1ccc(-n2ccnc2)c(NC(=O)c2cccc(Br)c2)c1	-41.1	i
Cc1ccc(Nc2nc3ccccc3c(=O)[nH]2)cc1C	-27.5	i
Nc1nc2n(n1)C(c1cccc(Br)c1)CC(c1ccc(F)cc1)N2 (configuration not stated)	-12.9	i
Cc1c(C(=O)O)sc2nc(CSc3ncc(C(F)(F)F)cc3Cl)[nH]c(=O)c12	-7.8	i
CCN(c1ccccc1)S(=O)(=O)c1ccc(NC(=O)c2ccco2)cc1	-15.4	i
CCC1CCC2(CC1)SCC(=O)N2c1ccccc1 (configuration not stated)	-14.7	i

Remaining list, next part
SMILES	OX1R antag	CHT PAM
COc1ccccc1CNC(=O)c1ccc(N2CCOCC2)c([N+](=O)[O-])c1	-10.1	i
COc1ccc(S(=O)(=O)N2CCC(C(=O)O)(c3ccccc3)CC2)cc1	1.8	i
O=C(Nc1ccccc1)NC1CCCCNC1=O (configuration not stated)	0.3	i
CCN1CCc2c(sc(NC(=O)c3ccc(S(=O)(=O)N4CC(C)OC(C)C4)cc3)c2C(N)=O)C1 (configuration not stated)	-11.0	i
CCN1C(=NCCc2ccccn2)N[C@@H](c2cccc(C(F)(F)F)c2)C(C(=O)OC)=C1C	-14.9	nt
O=C(CCS(=O)(=O)c1ccc(Br)cc1)N1CCN(c2ccc(Cl)cc2)CC1	-19.4	i
O=C(CN1CCN(Cc2ccccc2)CC1)NCCc1ccccc1	-0.8	i
CC(=O)c1ccc(OC(=O)C(CCS(C)(=O)=O)N2C(=O)c3ccccc3C2=O)cc1 (configuration not stated)	-9.1	i
CCOC(=O)Cn1c(=O)oc2ccc(C)cc21	0.1	i
COc1ccccc1CCNC(=O)CSc1nnc2ccc(-c3cccnc3)nn12	-17.8	i
COC(=O)c1ccccc1NC(=O)c1cc2sccc2n1C	-53.5	i
CC(CC(=O)N1CCN(c2ccc(C(F)(F)F)cn2)CC1)n1ccnc1 (configuration not stated)	-17.2	i
Brc1ccc(CN2CCCCCC2)cc1	-46.6	i
CCOC(=O)C1CCN(Cc2nnc(-c3ccccc3C)o2)CC1	-8.5	i
CC(=O)c1ccc(OCc2cc(C(=O)N(C)C3CCOC3)no2)cc1 (configuration not stated)	-10.4	i
CC(NC(=O)c1ccccc1NC(=O)CSc1nnnn1C)c1ccccc1 (configuration not stated)	-16.8	i
CN(C)C(=O)COc1ccc2c3c(c(=O)oc2c1)CCCC3	-17.9	i
CC(=O)NCC1=C(NC(C)=O)C2CC1C(C)(C)C2C (configuration not stated)	-21.2	i
COc1ccc(C)cc1NC(=O)C(c1ccccc1)N1CCNC(=O)C1 (configuration not stated)	-12.4	i
CCC(C)NC(=O)CC(NS(=O)(=O)c1ccc(Cl)cc1)c1ccco1 (configuration not stated)	-15.8	i
CCOc1ccccc1NC(=O)C(CC)Sc1nc2ccncc2[nH]1 (configuration not stated)	-17.1	i
Cc1ccccc1-c1nc(C(=O)NCC2CCCO2)cc2c1[nH]c1ccccc12 (configuration not stated)	-29.8	i
CCC(C)n1c(/C=C/c2ccccc2)nc2ccccc21 (configuration not stated)	-38.9	i
Cc1cc2c(cc1C)CSC(c1ccccc1OC(=O)C(C)C)SC2	-25.8	i
CCOC(=O)N1CCN(C(=O)c2ccc3nc(N4CCC(C)CC4)sc3c2)CC1	-43.2	i

A second format for part of the listing above.
COC(=O)c1ccccc1NC(=O)c1cc2sccc2n1C
  OX1R antag = -53.5	CHT PAM = i

CC(CC(=O)N1CCN(c2ccc(C(F)(F)F)cn2)CC1)n1ccnc1 (configuration not stated)
  OX1R antag = -17.2	CHT PAM = i

Brc1ccc(CN2CCCCCC2)cc1
  OX1R antag = -46.6	CHT PAM = i

CCOC(=O)C1CCN(Cc2nnc(-c3ccccc3C)o2)CC1
  OX1R antag = -8.5	CHT PAM = i

An excerpt from above in order of their number in OX1R antag, highest first:
SMILES	OX1R antag
O=C(CN1CCN(Cc2ccccc2)CC1)NCCc1ccccc1	-0.8
CC(=O)c1ccc(OCc2cc(C(=O)N(C)C3CCOC3)no2)cc1 (configuration not stated)	-10.4
CC(=O)NCC1=C(NC(C)=O)C2CC1C(C)(C)C2C (configuration not stated)	-21.2

Later entries.
SMILES	OX1R antag	CHT PAM
O=C(O)c1ccc(-n2cccn2)c([N+](=O)[O-])c1	-3.8	i
Cc1ncoc1C(=O)N1CCCC(C(=O)c2ccc(-c3ccccc3)c(F)c2)C1 (configuration not stated)	-18.1	i
CC(C)(CNC(=O)c1cc(Cl)c(O)c(Cl)c1)N1CCCCC1	0.8	i
C[C@H](NS(=O)(=O)c1ccccc1F)C(=O)OCC(=O)Nc1ccc2c(c1)OCCO2	-1.7	nt
Cc1ccc(C(=O)O/N=C(\N)c2ccc(C(F)(F)F)cn2)cc1	-12.1	i
Cc1ccc(C)c(NC(=S)N(CCc2nc3cc(C)c(C)cc3[nH]2)Cc2cccnc2)c1	-28.0	i
CS(=O)c1ccccc1-c1nc(-c2cc(C(F)(F)F)cc(C(F)(F)F)c2)no1 (configuration not stated)	4.7	i
COC(=O)C1=C(C)NC2=C(C1c1ccc(O)cc1)S(=O)(=O)c1ccccc12 (configuration not stated)	-15.8	i
Cc1c(NC(=S)NC(=O)c2cccc([N+](=O)[O-])c2)c(=O)n(-c2ccccc2)n1C	-26.7	i
O=C(NNC(=S)Nc1ccccc1)c1cccs1	16.3	i
O=C(c1csc2ccccc12)N1CCCCCC1	-14.0	i
CCC(C)N(C)C(=O)c1cc2ccccc2c(-c2ccccc2Cl)n1 (configuration not stated)	-22.8	i
C/C(=N/OCO/N=C(\C)c1ccc(F)cc1F)c1ccc(F)cc1F	4.1	i
CCCN1CCN(S(=O)(=O)c2ccc(OC)c(Br)c2)CC1	-27.0	i
O=C1Nc2ccc([N+](=O)[O-])cc2OC1CCN1CCOCC1 (configuration not stated)	9.5	i
CN(C(=O)CN(c1ccccc1)S(=O)(=O)c1ccc(F)cc1)C1CCS(=O)(=O)C1 (configuration not stated)	-21.6	i
CC(=O)c1ccc(OCC(=O)OCC(=O)Nc2sccc2C(N)=O)cc1	28.0	nt
Cc1[nH]c2ccc(F)cc2c1CCN(Cc1ccco1)C(=S)NC(C)(C)C	0.7	i
Cc1ccc(NC(=O)Cc2nnc(SCC(=O)NC3=NCCS3)n2C)cc1	-18.4	i
Cc1ccc(NC(=S)NCC2CCCO2)cc1C (configuration not stated)	-25.0	i
COc1ccc(Nc2nc3ccccc3n3nnnc23)cc1	-36.4	i
CC(C)C(=O)Nc1cccc(C(=O)Nc2ccc(S(=O)(=O)Nc3nccs3)cc2)c1	-19.5	i
CCOc1ccc(NC(=O)c2cc(=O)[nH]c3ccccc23)cc1	nt	i
CN(C(=O)COC(=O)C1CCN(S(=O)(=O)c2ccc3c(c2)OCCO3)CC1)C1CCCCC1	-19.2	i
CC(=O)Nc1ccc(SC[C@H](Cc2ccccc2)N2CCN(CCc3ccccc3)CCC2=O)cc1	-23.4	i

(list continues)
SMILES	OX1R antag	CHT PAM
CCC(C(=O)Nc1ccccc1C(=O)N1CCOCC1)N1C(=O)c2ccccc2C1=O (configuration not stated)	-3.5	i
C=CCOc1ccc2ccccc2c1CNc1ncn[nH]1	-10.8	i
C=CCN1C(=O)C(CC(=O)NCC)SC1=Nc1cc(Cl)ccc1Cl (configuration not stated)	-8.1	i
COC(=O)N1[C@H](C)C=C[C@]1(Cc1ccccc1)C(=O)O	-9.4	i
CCCN(CC(=O)Nc1ccccc1C)C(=O)COC(=O)CSc1ccc([N+](=O)[O-])cc1	-18.2	i
O=C(CSc1nc(-c2ccco2)cc(C(F)(F)F)n1)Nc1ccc2c(c1)CCC2	-16.3	i
Cc1cccc(C2NC(c3cccc(C)c3)C(C)C(=O)C2C)c1 (configuration not stated)	-62.8	i
CN1C(=O)c2cccc3c(Br)ccc(c23)C1=O	-19.4	i
Cc1cc([N+](=O)[O-])ccc1NC(=O)c1csc(C)c1C	nt	i
Cc1ccc(-n2c(SCC(=O)Nc3ccc4c(c3)OCO4)nnc2-c2cccs2)cc1	-37.8	i
Cc1cc(C)cc(NC(=S)N(CCCN2CCN(C)CC2)Cc2cccs2)c1	-29.7	i
COc1ccc(NC(=O)c2c(OC)cccc2OC)c(OC)c1	-33.5	i
Cc1nc2ncnn2c(C)c1CCC(=O)NCc1ccccc1	-5.3	i
O=C(Nc1nc2ccc(F)cc2s1)C1CCCO1 (configuration not stated)	-3.7	i
CCOC(=O)c1oc2ccccc2c1NC(=O)CCl	-21.3	i
COCCn1c(=NC(=O)CSC(C)=O)sc2cc(F)ccc21	-13.6	i
Cc1ccc(S(=O)(=O)Nc2nc(C)c(C)s2)cc1	0.6	i
Cc1ccc(C2C(C(=O)c3cc4ccccc4o3)=C(O)C(=O)N2c2cc(C)on2)cc1 (configuration not stated)	-0.8	i
Fc1ccc(N2CCN(C3=Nc4cccc5cccc3c45)CC2)cc1	-28.4	i
CC(=O)c1cccc(NC(=O)C(C)OC(=O)c2cccc(S(=O)(=O)N3CCN(C)CC3)c2)c1 (configuration not stated)	-2.5	nt
CN(C)c1ccc(/C=N/NS(=O)(=O)c2ccc(Br)cc2)cc1	-14.5	i
COc1cc(NC(=O)Cn2nc(-c3ccc(F)cc3)ccc2=O)ccc1-n1cnnn1	-11.8	i
COc1ccc(-n2nc(C(=O)NCC(=O)Nc3cc(C)ccc3OC)c3ccccc3c2=O)c(OC)c1	-16.7	i
CC(=O)c1cn(Cc2ccccc2)c(=O)[nH]c1=O	-8.0	i
Cc1ccc(S(=O)(=O)NCC(=O)NNC(=O)c2ccccc2Cl)cc1C	10.5	nt

One compound at a time, from the list above:
Record of `Cc1ccc(-n2c(SCC(=O)Nc3ccc4c(c3)OCO4)nnc2-c2cccs2)cc1` = OX1R antag: -37.8; CHT PAM: i
Record of `C=CCN1C(=O)C(CC(=O)NCC)SC1=Nc1cc(Cl)ccc1Cl` (configuration not stated) = OX1R antag: -8.1; CHT PAM: i

Continued:
SMILES	OX1R antag	CHT PAM
Cc1ccc(NC(=O)c2cnccn2)cc1S(=O)(=O)N1CCCCCC1	-28.3	nt
CCOC(=O)c1cc2cc(-c3c(C(=O)OCC)oc4cc(O)cc(O)c4c3=O)ccc2o1	4.0	i
COc1ccccc1NCCC(=O)OCC(=O)NC1CCCCC1	-18.9	i
COc1ccc(C(C)(C)C)cc1NC(=O)CCNC(=O)c1ccco1	-13.3	i
Cn1cccc1/C=N/NC(=O)c1sc2ccccc2c1Cl	4.8	i
Cc1ccc(Oc2ncc(-c3ccc(Cl)cc3)cn2)cc1	-19.5	i
COc1cc(CNn2nnnc2N)cc(Br)c1OCC(=O)NC(C)(C)C	-12.0	i
CC1(C)CC(NC(=O)C23CCC(C)(C2Br)C3(C)C)CC(C)(C)N1 (configuration not stated)	-4.0	i
CN(C)CCN(C(=O)c1cccc(N2C(=O)CCC2=O)c1)c1nc2ccc(Br)cc2s1	-5.9	i
COc1cccc(C2=NOC(C(=O)N3CCc4ccccc4C3)C2)c1 (configuration not stated)	-30.8	i
Cc1[nH]c2ccccc2c1C(=O)C(=O)NCc1ccncc1	0.2	i
COc1ccc(S(=O)(=O)Nc2cccc3c2O[C@H](CN(C)C(=O)Nc2ccc(C(F)(F)F)cc2)[C@@H](C)CN([C@H](C)CO)C3=O)cc1	27.6	nt
O=C(NCCN1CCN(C(=O)c2cccs2)CC1)C(=O)Nc1ccc(Br)cc1	-16.5	i

Rows were taken by chance. About 0.8% of those tested had a hit in this group.
